# AGP1-GFP MLPCN: modulators of AGP1-GFP expression in yeast TOR pathway, primary screen, cell-based, multiplex flow cytometry, S. cerevisiae, MLPCN library; GFP response vs DMSO, % at 10 µM; AID 2066, 2009; 320,000 compounds, 0.02% hits; 3 h; GFP as percent of DMSO wells;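 active = GFP response relative to DMSO above a set limit, near screen average plus 3 SD, cut at about 150% in these data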;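 also: median GFP channel fluorescence of the gated AGP1 strain per well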
# MEP2-GFP yeast: modulators of MEP2-GFP levels in yeast, primary screen, S. cerevisiae, multiplex flow cytometry, MLPCN library | S. cerevisiae MEP2-GFP strain, 3 h; 100% = DMSO control level | GFP response vs DMSO, % at 10 µM | 330,000 compounds, 0.51% hits | AID 2016, 2009;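 active = GFP response versus DMSO above a set limit, roughly screen mean plus 3 SD, cut at about 180% in these data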;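 also: median GFP fluorescence of the barcode-gated MEP2-GFP cells per well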
# AHR activator: AHR activators, primary screen, cell-based, luminescence, luciferase reporter, human | AHR-responsive luciferase reporter cells | activation, % at 5 µM | 320,000 compounds, 2.5% hits | AID 2796, 2010; in the data active = activation above about 47%;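 also: 0% = vehicle wells and 100% = reference agonist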
# Target sequence (P35869 whole entry, looked up): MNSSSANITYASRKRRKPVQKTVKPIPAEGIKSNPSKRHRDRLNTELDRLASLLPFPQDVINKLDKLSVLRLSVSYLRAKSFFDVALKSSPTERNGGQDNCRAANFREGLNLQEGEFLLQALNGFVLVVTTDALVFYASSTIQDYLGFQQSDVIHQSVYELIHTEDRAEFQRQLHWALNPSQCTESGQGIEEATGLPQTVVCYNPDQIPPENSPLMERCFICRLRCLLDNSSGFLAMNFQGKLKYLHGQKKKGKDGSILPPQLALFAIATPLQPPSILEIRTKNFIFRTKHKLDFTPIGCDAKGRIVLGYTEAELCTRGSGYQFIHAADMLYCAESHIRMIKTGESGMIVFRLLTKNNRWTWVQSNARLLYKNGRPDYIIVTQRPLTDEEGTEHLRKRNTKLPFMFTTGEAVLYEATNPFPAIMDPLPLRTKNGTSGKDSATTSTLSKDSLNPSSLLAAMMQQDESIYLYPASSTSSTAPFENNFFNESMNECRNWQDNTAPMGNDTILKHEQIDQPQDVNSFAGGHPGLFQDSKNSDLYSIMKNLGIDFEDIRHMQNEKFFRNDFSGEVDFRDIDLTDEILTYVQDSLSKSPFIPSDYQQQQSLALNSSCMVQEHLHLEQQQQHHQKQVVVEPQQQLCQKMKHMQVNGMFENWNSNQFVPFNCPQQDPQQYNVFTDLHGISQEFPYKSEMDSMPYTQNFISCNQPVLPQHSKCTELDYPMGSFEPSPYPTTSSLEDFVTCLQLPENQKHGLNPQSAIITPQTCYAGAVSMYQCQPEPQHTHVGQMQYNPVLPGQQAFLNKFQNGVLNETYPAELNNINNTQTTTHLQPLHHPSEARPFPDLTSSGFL
# CIT2 TOR yeast: modulators of CIT2-GFP expression in yeast, primary screen, S. cerevisiae, GFP fusion, multiplex flow cytometry, MLPCN library; GFP response vs DMSO, % at 10 µM; 320,000 compounds, 0.065% hits; S. cerevisiae CIT2-GFP strain, 3 h; 100 means same as DMSO wells;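 active = GFP response relative to DMSO above a set limit, near the screen mean plus 3 SD, cut at about 150% in these data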;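 also: ratio of well median GFP fluorescence to mean of DMSO wells on the plate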
# LAP4 TOR yeast: modulators of LAP4-GFP expression in yeast, primary screen, S. cerevisiae, multiplex flow cytometry, MLPCN library; GFP response vs DMSO, % at 10 µM; 320,000 compounds, 0.34% hits; 3 h; median GFP as percent of DMSO wells;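 active = GFP response vs DMSO above a set limit, about the screen mean plus 3 SD, cut at about 150% in these data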
# proCasp3 act: activators of human procaspase-3 D3A mutant, primary screen, biochemical, absorbance, PC-3 D3A mutant, single concentration; Caspase-3 (Homo sapiens), P42574; recombinant procaspase-3 D3A, Ac-DEVD-pNA absorbance 405 nm; activation, % at 8.5 µM; 330,000 compounds, 0.11% hits; AID 463141, 2010;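 active = activation above the mean of all tested compounds plus 3 SD, cut at about 21% in these data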;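 also: 0% = DMSO alone and 100% = DMSO wells spiked with extra 5 µM PC-3 D3A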
#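 Assay system: Autoprocessing-dead procaspase-3 D3A mutant enzyme; also added: Ac-DEVD-pNA; doses: one concentration, 8.5 µM nominal, 0.8% DMSO; times: 1 h compound preincubation, 2 h substrate hydrolysis at 25 °C; technique: 405 nm absorbance of p-nitroaniline, reads at 0 and 120 min; measure: % activation between DMSO and enzyme-spiked controls; repeats: single replicate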
# RPL19A TOR yeast: RPL19A-GFP expression modulators in yeast, primary screen, cell-based, S. cerevisiae, multiplex flow cytometry, MLPCN; percent response vs DMSO, % at 10 µM; 330,000 compounds, 0.3% hits; AID 2025, 2009; S. cerevisiae RPL19A-GFP strain, 3 h; stronger effect = lower value;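 active = percent response vs DMSO below 50%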;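 also: median channel GFP fluorescence of the barcoded RPL19A-GFP strain; ratio of sample median GFP to plate DMSO average so 100% = DMSO; lower means less RPL19A-GFP as with rapamycin TOR inhibition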
# procasp7 counter: procaspase-7 activators, primary screen, counter-screen for procaspase-3 activator project, biochemical, absorbance, HTS, human. 330,000 compounds, 0.093% hits. recombinant procaspase-7, Ac-DEVD-pNA absorbance 405 nm; D23A/D198A/D206A triple mutant, cannot self-cleave; scale: DMSO 0, 5 µM enzyme 100. Caspase-7 (Homo sapiens), P55210. AID 463210, 2010. activation, % at 8.5 µM;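 active = percent activation above the screen-wide mean plus 3 SD, cut at about 25% in these data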
#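 Assay system – Uncleavable procaspase-7 mutant enzyme · Quantity – 2 µM procaspase-7 mutant as dispensed · Times – 1 h preincubation, 2 h reaction · Dosing – single nominal 8.5 µM compound dose, 0.8% DMSO final · Buffer or medium – Zinc-free 50 mM HEPES buffer, pH 7.4, with NaCl and Triton X-100 · Detection – Epi-absorbance of released pNA at 405 nm, two timepoints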
# * = called active by the depositor; nt = not tested or not shown.
SMILES,AGP1-GFP MLPCN,MEP2-GFP yeast,AHR activator,CIT2 TOR yeast,LAP4 TOR yeast,proCasp3 act,RPL19A TOR yeast,procasp7 counter
CC(C)CNC(=O)c1ccccc1NC(=O)CCSc1ccccc1,99,108,-2,104,97,1,106,6
Cc1nn(-c2ccccc2)c(Cl)c1/C=N/NC(=O)c1cccc(S(=O)(=O)N2CCCC2)c1,96,104,9,93,101,3,101,-1
CCN(CC)C(=O)CSC(=Nc1ccccc1F)NC#N,98,103,20,94,95,-21,95,-24
COC(=O)[C@@H](N)Cc1ccc(O)cc1,97,95,-1,92,91,11,103,5
CC(=S)c1c(C)cc2cc(C)ccn12,90,100,1,88,109,-2,99,-21
COCCN(CC(=O)NCc1ccccc1)C(=O)CCC(=O)Nc1ccccn1,102,101,1,101,102,-8,103,-2
O=c1c(-c2ccc([N+](=O)[O-])cc2)coc2c(O)c(O)ccc12,103,118,-2,94,115,-12,101,-41
CCN(CC(=O)Nc1c(F)cccc1F)C(=O)/C=C/c1ccc(C)cc1,100,102,1,99,108,-11,96,9
CC(C)c1ccc(C2CC(c3ccc(Br)cc3)=NN2C(N)=S)cc1 (configuration not stated),98,98,8,93,92,8,101,9
CSCCC(C(=O)N(C)CC(=O)Nc1cccc(F)c1)N1C(=O)c2ccccc2C1=O (configuration not stated),100,100,2,96,98,-1,97,6
COc1cc(C(=O)NNC(=O)COc2ccc(C)cc2)ccc1OCC(=O)N1CCOCC1,98,102,2,98,103,7,98,-11
CCOC(=O)N1CCC(NC(=O)c2cn(-c3ccc(OC)cc3)c(=O)c3ccccc23)CC1,107,111,0,106,106,-1,103,10

# Six compounds picked at random from those above:
SMILES,AGP1-GFP MLPCN,MEP2-GFP yeast,AHR activator,CIT2 TOR yeast,LAP4 TOR yeast,proCasp3 act,RPL19A TOR yeast,procasp7 counter
CSCCC(C(=O)N(C)CC(=O)Nc1cccc(F)c1)N1C(=O)c2ccccc2C1=O (configuration not stated),100,100,2,96,98,-1,97,6
CC(=S)c1c(C)cc2cc(C)ccn12,90,100,1,88,109,-2,99,-21
COC(=O)[C@@H](N)Cc1ccc(O)cc1,97,95,-1,92,91,11,103,5
COCCN(CC(=O)NCc1ccccc1)C(=O)CCC(=O)Nc1ccccn1,102,101,1,101,102,-8,103,-2
CC(C)CNC(=O)c1ccccc1NC(=O)CCSc1ccccc1,99,108,-2,104,97,1,106,6
CCN(CC(=O)Nc1c(F)cccc1F)C(=O)/C=C/c1ccc(C)cc1,100,102,1,99,108,-11,96,9

# (cont.)
SMILES,AGP1-GFP MLPCN,MEP2-GFP yeast,AHR activator,CIT2 TOR yeast,LAP4 TOR yeast,proCasp3 act,RPL19A TOR yeast,procasp7 counter
C/C(=N/OC(=O)c1c(F)cccc1F)c1nccs1,97,106,1,98,115,-2,99,0
CC(=O)Nc1ccc(C(=O)N/N=C/c2ccncc2)cc1,nt,90,0,99,92,-3,91,5
CC(Cc1ccccc1)NC(=O)CSc1nc2nc3c(cc2c(=O)n1-c1ccccc1)COC(C)(C)C3 (configuration not stated),96,94,-3,103,99,0,96,-6
Cc1nn(C)c(N)c1C(O)(c1nccn1C)C(F)(F)F (configuration not stated),100,100,1,104,94,3,99,1
Cc1cc(=O)n(C)c(=O)n1CC(=O)N1CCCCCC1,92,94,4,93,92,4,96,8
CC(=O)Nc1ccc(-c2cn3ccsc3n2)cc1,104,134,-2,112,111,-4,101,-6
O=C(COc1ccc2c(c1)OCO2)Nc1ccccc1C(F)(F)F,91,108,1,94,90,-4,98,-11
C=CCn1c(C)c(C(C)=O)c(N2CCN(C(c3ccccc3)c3ccccc3)CC2)nc1=S,113,101,-2,102,117,-4,97,8
COc1ccc(S(=O)(=O)N2CCCC(C(F)(F)F)C2)cc1 (configuration not stated),90,92,1,85,83,-2,89,1
Cc1cccc(NS(=O)(=O)c2cccc(C(=O)N3CCC3)c2)c1,104,99,1,97,103,-9,99,1
C#CCOCCOCCOCCNc1nc(N2CCN(C(=O)CCCCCCCCCCNC(=O)[C@@H](CCSC)n3cc(CCO)nn3)CC2)nc(N2CCN(C(=O)CCCCCCCCCCNC(=O)[C@H](CCCN=C(N)N)n3cc(C[C@@H](C)CC)nn3)CC2)n1,82,93,-1,85,152*,6,83,-2
O=C(O)C1CCCN1c1ncccc1[N+](=O)[O-] (configuration not stated),101,98,3,99,101,-7,91,0
Cc1ccccc1OCC(O)Cn1c(NCc2ccco2)nc2c1c(=O)n(C)c(=O)n2C (configuration not stated),99,100,3,98,100,8,95,6
CCN1CCN(CCNC(=O)c2cn(Cc3ccccc3F)nn2)CC1,96,99,1,86,95,-5,102,2
CSCCC(NC(=O)c1ccc([N+](=O)[O-])cc1Cl)C(=O)OCC(=O)NCC(F)(F)F (configuration not stated),106,111,-2,99,95,8,105,-9
c1ccc(CSCc2ccccc2)cc1,98,102,-2,96,103,3,94,1
CN1C(=O)CS/C1=N\NC(=O)COc1cccc2cccnc12,100,97,26,112,97,2,100,0
Cc1cc(C)n(CCc2nc(-c3ccc(F)cc3)cs2)n1,98,99,-9,100,99,-1,103,3
CCCC(=O)c1ccc(N2CCN(C(=O)c3ccccc3)CC2)c(F)c1,101,101,6,91,110,14,102,3
COc1ccccc1C(=O)N1CCN(S(=O)(=O)Cc2ccccc2)CC1,108,111,2,101,99,9,105,-1
COCCCN(C(=O)C1CCCCC1)c1c(N)n(Cc2ccccc2)c(=O)[nH]c1=O,109,115,-2,105,125,7,97,4
O=C(CC1CCS(=O)(=O)C1)Nc1ccc[nH]c1=O (configuration not stated),104,103,5,99,95,15,100,9
CCN(CC)c1ccc(N2C(=O)C3CCCCC3C2=O)cc1[N+](=O)[O-] (configuration not stated),69,84,-1,78,76,-14,104,-3
NC(=O)CC(NC(=O)c1ccc(Br)cc1)c1ccc(N2CCN(c3ccccn3)CC2)c([N+](=O)[O-])c1 (configuration not stated),95,97,2,96,114,-6,103,-11

# Part of the list above in order of length of the SMILES, smallest number first:
SMILES,AGP1-GFP MLPCN,MEP2-GFP yeast,AHR activator,CIT2 TOR yeast,LAP4 TOR yeast,proCasp3 act,RPL19A TOR yeast,procasp7 counter
c1ccc(CSCc2ccccc2)cc1,98,102,-2,96,103,3,94,1
CN1C(=O)CS/C1=N\NC(=O)COc1cccc2cccnc12,100,97,26,112,97,2,100,0
COc1ccccc1C(=O)N1CCN(S(=O)(=O)Cc2ccccc2)CC1,108,111,2,101,99,9,105,-1
CCCC(=O)c1ccc(N2CCN(C(=O)c3ccccc3)CC2)c(F)c1,101,101,6,91,110,14,102,3

# Next entries follow.
SMILES,AGP1-GFP MLPCN,MEP2-GFP yeast,AHR activator,CIT2 TOR yeast,LAP4 TOR yeast,proCasp3 act,RPL19A TOR yeast,procasp7 counter
CN(C)S(=O)(=O)c1cccc(C(=O)Nc2ccccc2N2CCCCC2)c1,102,107,-4,104,97,1,103,8
CCN(CC(=O)Nc1cc(S(=O)(=O)N2CCCCC2)ccc1C)Cc1ccccc1,106,93,-1,92,102,2,95,7
COc1ccc(S(=O)(=O)N2CCOCC2)cc1C(=O)Nc1ccc2c(c1)OCO2,82,101,6,95,79,3,103,3
COc1ccc(OC)c(NC(=O)c2ccc(OC3CSC3)cc2)c1,92,105,-5,91,113,11,96,1
CN(C(=S)NC(=O)c1ccc(Cl)cc1)C1CCCCC1,87,95,91*,94,86,2,98,-20
OC[C@@H]1CCCN1Cc1cn(-c2ccccc2)nc1-c1ccc2c(c1)OCO2,105,96,14,96,102,4,95,7
c1ccc(-n2ncc3c(NCCCN4CCOCC4)ncnc32)cc1,103,103,4,95,102,-2,100,3
COc1cc(NC(=O)c2ccco2)c(C(=O)OCC(=O)Nc2ncc(Cl)cc2Cl)cc1OC,97,105,29,91,93,-6,100,-6
Cc1cccc(-n2cc(C(=O)O)c(=O)cc2C)c1,102,115,-5,105,101,-5,103,-3
COc1ccc(/C=C2/S/C(=N/N=C3\CC4CCC3(C)C4(C)C)NC2=O)cc1 (configuration not stated),107,107,4,103,112,-3,108,-2
CN(Cc1ccccc1)C(=O)CCC1CCN(C(=O)c2ccccc2C(F)(F)F)CC1,106,114,1,157*,99,4,97,12
Cc1nn(-c2ccccc2)c2sc(C(=O)OCn3nnc4ccccc4c3=O)cc12,97,106,4,103,97,3,101,3
O=C(NN=C1CCN(Cc2ccccc2)CC1)c1ccccc1O,101,100,10,105,99,-6,104,5
CCC(=O)N1CCc2cc(Br)cc(S(=O)(=O)NC3CCN(Cc4ccccc4)CC3)c21,98,102,0,92,100,-3,97,-2
COc1ccc(C(=S)N2CCOCC2)cc1OC(=O)c1ccccc1Cl,105,113,1,102,98,12,108,-6
Cc1ccc(S(=O)(=O)NCCNC(=O)c2cc(OCC(F)(F)F)ccc2OCC(F)(F)F)cc1,97,94,6,100,88,5,97,2
COc1ccc(N2CCN(C(CNC(=O)C(=O)NC3CC3)c3ccco3)CC2)cc1 (configuration not stated),110,106,1,100,123,1,102,9
COc1ccc(NS(=O)(=O)c2csc(C(N)=O)c2)cc1OC,111,114,2,118,107,-3,110,-10
Cc1cccc(NS(=O)(=O)c2cccc(C(=O)N3CCCC3)c2)c1,112,109,2,101,109,12,105,0
FC(F)(F)c1cccnc1N1CCN(c2ncnc3nc[nH]c23)CC1,106,110,-4,98,107,0,101,6
COc1ccc(S(=O)(=O)NCCSCc2ccco2)cc1C,90,96,0,92,95,-8,93,-4
O=C1CC2(CCN(C(=O)COc3ccccc3)CC2)Oc2ccccc21,111,106,-2,105,102,1,102,2
COc1ccc(C(=O)c2c(C)oc3ccc(O)cc23)cc1,92,111,nt,91,115,nt,104,nt

# Assay outcomes from PubChem BioAssay.
